High-throughput results: PubChem, NMMLSC
AGP1-GFP MLPCN: modulators of AGP1-GFP expression in yeast TOR pathway, primary screen, cell-based, multiplex flow cytometry, S. cerevisiae, MLPCN library; 3 h; GFP as percent of DMSO wells; GFP response vs DMSO, % at 10 µM; 320,000 tested, 0.02% active; AID 2066, 2009;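 active = GFP response relative to DMSO above a set limit, near screen average plus 3 SD, cut at about 150% in these data; inconclusive = fewer than 70 cells counted for the yeast strain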;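 also: median GFP channel fluorescence of the gated AGP1 strain per well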
GRK2 aptamer HTS: compounds blocking aptamer binding on GRK2 – biochemical, human GRK2, bead flow cytometry, HTS, primary screen; Beta-adrenergic receptor kinase 1 (Homo sapiens), P25098; FAM-aptamer displacement from GRK2; 330,000 tested, 0.59% active; AID 488847, 2010; inhibition of aptamer binding, % at 10 µM;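 active = inhibition of aptamer binding above 40%, roughly 3 SD of noise, on plates passing a quality check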;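 also: median bead fluorescence of bound FAM aptamer so fluorescent compounds give negative values; no value below 0 was filed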
Target sequence (P25098 whole entry, looked up): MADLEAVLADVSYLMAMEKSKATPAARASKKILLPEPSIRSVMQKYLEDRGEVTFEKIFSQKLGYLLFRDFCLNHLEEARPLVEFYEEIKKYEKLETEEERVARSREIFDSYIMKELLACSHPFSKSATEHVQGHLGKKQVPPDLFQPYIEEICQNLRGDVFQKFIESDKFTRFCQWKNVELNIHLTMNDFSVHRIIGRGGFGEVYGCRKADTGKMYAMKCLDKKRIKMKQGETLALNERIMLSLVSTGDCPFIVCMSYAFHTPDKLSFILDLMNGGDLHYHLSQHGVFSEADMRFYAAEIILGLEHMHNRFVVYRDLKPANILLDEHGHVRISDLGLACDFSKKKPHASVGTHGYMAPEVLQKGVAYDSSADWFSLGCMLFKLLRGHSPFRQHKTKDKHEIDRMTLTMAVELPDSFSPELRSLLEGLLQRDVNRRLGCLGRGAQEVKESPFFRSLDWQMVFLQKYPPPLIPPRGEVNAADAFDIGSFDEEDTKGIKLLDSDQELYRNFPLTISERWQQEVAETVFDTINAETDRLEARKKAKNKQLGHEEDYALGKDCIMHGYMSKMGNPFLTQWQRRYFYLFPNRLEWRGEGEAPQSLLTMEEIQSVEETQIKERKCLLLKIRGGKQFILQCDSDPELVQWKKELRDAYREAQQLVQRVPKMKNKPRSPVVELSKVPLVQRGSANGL
MEP2-GFP yeast: modulators of MEP2-GFP levels in yeast, primary screen, S. cerevisiae, multiplex flow cytometry, MLPCN library; S. cerevisiae MEP2-GFP strain, 3 h; 100% = DMSO control level; GFP response vs DMSO, % at 10 µM; AID 2016, 2009; 330,000 tested, 0.51% active;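 active = GFP response versus DMSO above a set limit, roughly screen mean plus 3 SD, cut at about 180% in these data; inconclusive = fewer than 70 cells counted for a yeast strain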;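 also: median GFP fluorescence of the barcode-gated MEP2-GFP cells per well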
LAP4 TOR yeast: modulators of LAP4-GFP expression in yeast, primary screen, S. cerevisiae, multiplex flow cytometry, MLPCN library. 3 h; median GFP as percent of DMSO wells. GFP response vs DMSO, % at 10 µM. 320,000 tested, 0.34% active. AID 2023, 2009;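 active = GFP response vs DMSO above a set limit, about the screen mean plus 3 SD, cut at about 150% in these data; inconclusive = under 70 cell events counted for the yeast strain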
CIT2-GFP yeast: modulators of CIT2-GFP expression in yeast, primary screen, S. cerevisiae, GFP fusion, multiplex flow cytometry, MLPCN library. GFP response vs DMSO, % at 10 µM. 320,000 tested, 0.065% active. S. cerevisiae CIT2-GFP strain, 3 h; 100 means same as DMSO wells. AID 2029, 2009;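 active = GFP response relative to DMSO above a set limit, near the screen mean plus 3 SD, cut at about 150% in these data; inconclusive = Fewer than 70 cells measured for a yeast strain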;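 also: ratio of well median GFP fluorescence to mean of DMSO wells on the plate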
VLA-4 inh: inhibition in human VLA-4 binding assay, primary screen, VLA-4 allosteric modulator project, MLPCN library, flow cytometry, VLA-4 expressing cells. Integrin alpha-4 (Homo sapiens), P13612. ligand binding flow cytometry. inhibition, % (about 7 µM as worked out from the volumes in the protocol). 330,000 tested, 0.2% active; in the data active = inhibition above about 50%
RPL19A TOR yeast: RPL19A-GFP expression modulators in yeast, primary screen, cell-based, S. cerevisiae, multiplex flow cytometry, MLPCN; 330,000 tested, 0.3% active; percent response vs DMSO, % at 10 µM; S. cerevisiae RPL19A-GFP strain, 3 h; hits give low values;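 active = percent response vs DMSO below 50%; inconclusive = fewer than 70 events counted for the yeast strain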;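 also: median channel GFP fluorescence of the barcoded RPL19A-GFP strain; ratio of sample median GFP to plate DMSO average so 100% = DMSO; lower means less RPL19A-GFP as with rapamycin TOR inhibition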
Yeast superoxide: reduction of superoxide in aged yeast, primary screen, HTS; S. cerevisiae aged cells, superoxide DHE fluorescence; hits give low values; superoxide response (% of plate mean), % at 10 µM; 330,000 tested, 0.18% active; AID 2690, 2010;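 active = superoxide response under a set limit, about three screen SD below normal, cut at about 65% in these data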;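 also: yeast aged for seven days with compound at 30 °C before DHE staining; 100% = average MFI of all compound-treated wells on the plate with controls excluded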
Numbers without * were called inactive; ? = inconclusive; · = no result given; [ ] = remark or other dose.

SMILES	AGP1-GFP MLPCN	GRK2 aptamer HTS	MEP2-GFP yeast	LAP4 TOR yeast	CIT2-GFP yeast	VLA-4 inh	RPL19A TOR yeast	Yeast superoxide
Cc1cc(SCn2nnc3ccccc3c2=O)nc2ccccc12	93	2	103	96	94	3	96	98
O=C(Nc1ccccc1)c1nnn(Cc2ccccc2)c1NC(=O)C(F)(F)F	103	0	107	108	104	18	103	107
CC1(C)CC(N2CCN(C(c3ccccc3)c3ccccc3)CC2)=CC(=[N+]2CCCCC2)C1	108	0	99	109	114	-2	102	98
COc1ccc(C2NC(=O)NC(C)=C2C(=O)OCC2CCCCC2)cc1OC (stereo unspecified)	99	3	109	98	100	-2	106	106
O=C(CNS(=O)(=O)c1ccccc1)N1CCN(C(=O)c2ccco2)CC1	100	0	95	105	95	8	99	105
COc1ccc(N(CC(=O)N2CCN(Cc3ccccc3)CC2)S(C)(=O)=O)cc1	102	3	104	86	106	4	109	97
COc1ccccc1C(=O)COC(=O)C1CCN(S(=O)(=O)c2ccc(C)c(C)c2)CC1	105	0	99	104	99	-5	99	95
Clc1ccc(-c2nnc(-c3ccccc3)o2)cn1	89	0	104	93	91	2	101	101
Cc1ccc(CNC(=O)COC(=O)c2ccc(S(=O)(=O)N(C)C)cc2)cc1	91	1	92	88	86	7	89	94
Cc1cc(C)n(-c2ccc(NC(=O)C3CCCCN3C(=O)c3sccc3C)cc2)n1 (stereo unspecified)	101	1	111	110	103	-13	96	103
CCCN(C(=O)COC(=O)CCOc1ccccc1)c1c(N)n(Cc2ccccc2)c(=O)[nH]c1=O	98	0	101	105	95	10	96	112
CC(=O)COC(=O)C1CC(=O)N(c2ccc(C)c(C)c2)C1 (stereo unspecified)	95	2	102	91	100	1	103	98
COc1ccc2cc(Br)ccc2c1CC(=O)N1CCCC1	97	0	101	102	97	5	106	108
O=C(c1ccccc1)C1CCN(C(=O)c2ccco2)CC1	107[may fluoresce green]	0	108[may fluoresce green]	98[may fluoresce green]	137[may fluoresce green]	16	95[may fluoresce green]	100
COc1cccc(NC(=O)c2oc3ccccc3c2NC(=O)C(C)(C)C)c1	100	0	106	111	99	-4	100	102
CN1CCN(c2ccc([N+](=O)[O-])c(-n3nc(-c4ccccc4)c4ccccc4c3=O)c2)CC1	103	0	99	101	95	11	102	116
CCS(=O)(=O)N1CCC(NC(=O)C2CCCCC2)CC1	105	·	103	100	100	4	102	94
O=C(CCNS(=O)(=O)c1ccc2[nH]c(=O)oc2c1)Nc1ccccc1	102	0	104	103	109	6	103	104
O=C(CCCC(=O)N(CC(=O)NC1CCCCC1)c1ccccc1F)Nc1ccccn1	97	2	106	88	107	1	104	93
CCNC(=S)N(CCc1c(C)[nH]c2ccc(Cl)cc12)Cc1cccnc1	109	0	107	99	105	4	111	107
CCCC(=O)NCc1nc2ccccc2n1C	98	2	101	106	95	5	99	96
O=C(O)CC(CC(=O)Nc1ccc(F)c(Cl)c1)c1ccc(Cl)cc1Cl (stereo unspecified)	103	0	109	105	106	-3	102	109
O=C(c1ccccc1)c1cc2ccccc2oc1=O	96	1	114	114	87	5	96	77
N#C/C(=C\c1cccs1)C(=O)NCc1cccnc1	99	1	107	93	101	21	108	105
O=C(COC(=O)c1ccc(Cl)nc1)NC(=O)c1ccccc1	82	0	110	85	92	7	102	96
O=C(CN1C(=O)NC(c2ccc(F)cc2)C1=O)NC1CCCCC1 (stereo unspecified)	78	2	92	85	77	-2	96	82
O=C(NC1=NCCS1)C12CC3CC(CC(C3)C1)C2	85	0	94	89	89	8	93	99
COC(=O)[C@]1(C)N[C@H](CN(C)C(=O)Nc2ccccc2)[C@@H]2C(=O)N(C)C(=O)[C@@H]21	92	1	91	87	93	-37	92	102
O=C(NCc1ccco1)C(Cc1ccccc1)N1C(=O)C2C3C=CC(C3)C2C1=O (stereo unspecified)	107	0	111	110	109	10	99	92
CCC(CC)NC(=O)CON=C1c2ccccc2-c2ccccc21	100	1	102	94	99	7	99	97
Cc1nc(C)c(-c2csc(Nc3ccc(C(=O)O)c(O)c3)n2)s1	107	1	105	100	100	2	104	95
C=C[C@@H]1c2cc(C)ccc2N(S(=O)(=O)c2ccc(C)cc2)[C@H](c2ccccc2)C1(C#N)C#N	104	0	91	93	103	7	100	108
CN1CCCN(C(=O)CNC(=O)c2ccccc2F)CC1	102	0	105	108	103	6	111	127
Cc1ccccc1SCCNC(=O)c1ccccc1Br	86	0	86	97	93	9	99	110
CC(C)(C)n1nc2c(c1NC(=O)c1cccs1)CS(=O)C2 (stereo unspecified)	95	0	93	99	90	9	93	94
CCNc1c(N)c(=O)oc2ccccc12	92	4	99	94	92	1	91	96
COc1ccc2c(c1)N(C)/C(=C1/SC(=S)N(NC(C)=O)C1=O)S2	149	0	108	105	101	0	110	96
Cc1ccc(CN2CCN(Cc3cn(C(C)C)c4ccccc34)CC2CCO)o1 (stereo unspecified)	108	0	105	106	101	16	103	101
CCCCOc1nc(N)nc(-c2ccccc2)n1	102	0	97	105	98	-6	106	106
COc1ccc(OC)c(NC(=O)CSc2nnc(CNc3ccc(C)cc3C)o2)c1	100	0	98	99	97	4	99	91
Cc1ccccc1-n1nnnc1SCC(=O)c1c(N)n(C)c(=O)n(C)c1=O	98	0	98	100	100	·	98	93
O=CNc1ccccc1Oc1ccccc1	107	0	103	110	92	-3	108	103
C[C@@H](CN1C2=NC[C@H](C)N2C[C@H]1Cc1ccc(O)cc1)NC(=O)CCC1CCCCC1	95	0	103	98	97	13	102	109
CCC(=O)Nc1ccccc1C(=O)NC1CCCCC1	98	2	96	97	102	2	·	86
CC(C)/C(=N\NC(=O)Nc1ccccc1)c1ccccc1	101	0	108	106	107	-3	103	85

The final 2 records of the part before lead into the next.
SMILES	AGP1-GFP MLPCN	GRK2 aptamer HTS	MEP2-GFP yeast	LAP4 TOR yeast	CIT2-GFP yeast	VLA-4 inh	RPL19A TOR yeast	Yeast superoxide
CCC(=O)Nc1ccccc1C(=O)NC1CCCCC1	98	2	96	97	102	2	·	86
CC(C)/C(=N\NC(=O)Nc1ccccc1)c1ccccc1	101	0	108	106	107	-3	103	85
CCC(=O)Oc1c(S(=O)(=O)c2ccc(C)cc2)c(C)nn1C(C)(C)C	100	0	98	94	91	-3	·	120
O=c1cc(-c2ccccc2O)nc(-c2ccccc2)[nH]1	97	1	106	96	97	6	100	96
CCOC(=O)c1cnc2nc(NCc3ccc(OCc4ccccc4)cc3)[nH]n2c1=O	109	0	106	100	99	0	104	71
O=C(CCCOc1ccc(Cl)cc1)N1CCOCC1	101	0	106	98	103	13	98	104
O=C(c1cccc(OC2CCN(Cc3cccc(OCCO)c3)CC2)c1)N1CCCC1	102	0	102	96	105	-16	105	94
CN(C)CCCN(C(=O)c1ccc(C(=O)c2ccccc2)cc1)c1nc2c(F)cccc2s1	97	0	89	105	97	10	99	85
CCOc1ccc(OCC)c(NC(=O)Cn2c(C)nc3ccccc3c2=O)c1	98	2	96	101	·	1	90	99
COc1ccc(CCNC(=O)c2cc(=O)[nH]c3ccccc23)cc1	102	2	101	94	107	6	106	92
Cc1cccc(-n2c(-c3csc(C)c3)n[nH]c2=S)c1	102	3	108	103	94	2	99	105
CC(C)C[C@H](NS(=O)(=O)c1ccc(Br)cc1)C(=O)O	101	1	97	102	103	-11	105	100
CCC(C)NC(=O)CSC1=Nc2ccccc2C2=NC(c3ccccc3)C(=O)N12 (stereo unspecified)	100	0	109	103	103	-16	99	93
CCOC(=O)c1oc2c(CN3CCN(C)CC3)c(O)ccc2c(=O)c1-c1ccc(Br)cc1	108	1	102	98	103	12	106	96
COc1ccc(NC(=O)NC2CCCc3ccccc32)c(OC)c1 (stereo unspecified)	101	0	98	97	104	1	98	106
O=C(Nc1ccc(Oc2cccnc2)cc1)C1CCN(Cc2ccccc2)CC1	98[may fluoresce green]	40	104[may fluoresce green]	102[may fluoresce green]	103[may fluoresce green]	6	96[may fluoresce green]	87
COc1ccc(CNS(=O)(=O)NCc2ccccc2)cc1	107	10	118	106	105	-24	105	103

Some values from the list.
AGP1-GFP MLPCN with `CN(C)CCCN(C(=O)c1ccc(C(=O)c2ccccc2)cc1)c1nc2c(F)cccc2s1` : 97
CIT2-GFP yeast with `O=C(c1cccc(OC2CCN(Cc3cccc(OCCO)c3)CC2)c1)N1CCCC1` : 105

The list goes on.
SMILES	AGP1-GFP MLPCN	GRK2 aptamer HTS	MEP2-GFP yeast	LAP4 TOR yeast	CIT2-GFP yeast	VLA-4 inh	RPL19A TOR yeast	Yeast superoxide
NS(=O)(=O)c1ccc(CCNC(=O)CCCNC(=O)c2ccc(Cl)cc2)cc1	94	0	91	98	91	7	96	100
CN1CCc2c(C#N)c(N3CCOCC3)nc(NCC3CCCO3)c2C1 (stereo unspecified)	119	0	103	120	100	4	96	113
COc1cccc(/C=N/NC(=S)NCCc2ccccc2)c1	101	0	104	104	108	19	106	87
Cc1ccnc(NS(=O)(=O)c2ccc(NC(=O)C3CCCNC3=O)cc2)n1 (stereo unspecified)	101	0	99	97	101	5	99	99
O=C(CCN1CCN2CCCC2C1)N1c2ccccc2Sc2ccc(Cl)cc21 (stereo unspecified)	95	0	102	89	98	-2	98	100
COc1ccc(CNC(=O)COC(=O)CCCOc2ccc(Cl)cc2Cl)cc1OC	101	23	95	88	96	3	100	103
O=[N+]([O-])c1cc(Cl)cc(/C=N\Nc2ccccn2)c1O	46	2	122	147	74	18	52	128
CCc1ccc2[nH]c(=O)c(CN(CCN3CCCC3)C(=O)NC3CCCCC3)cc2c1	91	3	92	88	88	-1	93	101
Cc1nc2ccccc2c2oc(C(=O)NCc3ccccn3)cc12	95	1	97	89	·	-6	99	83
CC1CCC(NS(=O)(=O)c2ccc(Cl)nc2)CC1 (stereo unspecified)	93	1	101	103	84	-5	100	98
Cc1cc2c(cc1S(=O)(=O)CCC(=O)N(C)Cc1ccccc1)OCC(=O)N2	94	0	98	99	96	0	96	116
Cc1cccc(-c2nc(C#N)c(NC3CCCCC3)o2)c1	?	0	?	?	?	13	?	92
C#CCOCCOCCOCCNc1nc(N2CCN(C(=O)[C@H]([C@@H](C)CC)n3cc([C@@H](N)CC(C)C)nn3)CC2)nc(N2CCN(C(=O)[C@H](CCCCN)n3cc([C@@H](N)CO)nn3)CC2)n1	90	0	96	101	97	12	101	104
CCOC(=O)c1ccc(NC(=S)N(CCCN2CCCC(C)C2)Cc2ccco2)cc1 (stereo unspecified)	96	0	100	95	105	-1	104	89
C#CCOc1c(Cl)cc(/C=C2/C(=O)ON=C2C)cc1OC	89	0	101	109	105	8	103	106
Cn1cccc1Cc1nnc(SCC(=O)N2CCc3ccccc32)n1-c1ccc(F)cc1	103	0	107	101	107	7	101	99
COc1ccc(C2N=C(c3ccccc3)C(C)(C)N2O)cc1 (stereo unspecified)	101	0	99	96	94	0	96	89
C/C(=N\NS(=O)(=O)c1ccc(Cl)c([N+](=O)[O-])c1)c1cc2ccccc2o1	105	0	103	103	105	24	108	93
COCCSc1ccccc1C(=O)Nc1ccc(S(=O)(=O)N2CCOCC2)cc1	100	0	107	99	101	5	98	104
COC(=O)c1cccc2c1-c1ccccc1/C2=N\NC(N)=O	105	0	105	96	103	-7	101	101
Cn1c(=N)n(CC(O)c2cccs2)c2ccccc21 (stereo unspecified)	102	0	91	99	101	10	97	87

This is a random part of the collection (roughly 1.7% active in at least one column).
